Screening results as filed in PubChem.
TbPYK inhibitor = T. brucei pyruvate kinase inhibition; Q57TT1; TbPYK enzyme, Kinase-Glo Plus ATP luminescence, 45 min; Potency, µM (highest dose often 76.8 µM), for the others: at the highest dose activity, negative = inhibition, most hits filed as inhibitors; hit rate 0.12% among 410,000; AID 624173; active means well fitted inhibition curve with a large enough effect; inconclusive means small, poorly fitted or top-dose-only effect; further: nearly all actives have a fitted effect of over 50% in size
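Screened from lowest to highest concentration, compounds were pinned into TbPYK/substrate mixtures, and ADP (130 uM final) was added. Plates sat at room temperature for 45 min prior to Kinase-Glo Plus detection by luminescence.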
Starred values were filed as active, the others as inactive; ? = inconclusive; [ ] = another dose, or the depositor's remark. On the % scale 0 is the no-effect control and ±100 the full control effect; potency means the concentration at half of the fitted maximal effect.

SMILES	TbPYK inhibitor
CC1CCc2sc(C(=O)NN=C3CCCC3)cc2C1 (stereo not drawn)	5%
CS(=O)(=O)N1CCC2(CC1)CN(Cc1cc(C(F)(F)F)cc(C(F)(F)F)c1)C2	7%
COCCn1c(SCC(=O)N2CCCC2)nc2c(c1=O)SCC2	2%
CCOC(=O)c1sc(N2C(=O)c3oc4cc(C)c(C)cc4c(=O)c3C2c2cccc(O)c2)nc1C (stereo not drawn)	-1%
CCNc1nc2c(c(=O)n(C)c(=O)n2C)n1Cc1ccc(F)cc1	1%
Cn1c(=O)c2c(nc(SCC(=O)Nc3ccc(F)cc3F)n2Cc2ccccc2)n(C)c1=O	-5%
CCCC1=Nc2cc(C(=O)N3CCC(C)CC3)ccc2Sc2ccc(C)cc21	1%
O=C(CCSCc1cnn(-c2ccccc2)c1-n1cccc1)NCc1ccccc1Cl	-4%
O=C(NCc1ccccc1Cl)c1ccc2nc(Cc3ccccc3)oc2c1	-1%
COc1ccc2c(c1)CCCO[C@]21O[C@H](CCO)C[C@H](O)[C@H]1O	-6%
CC12CCC(=O)C=C1CCC1C2C(O)CC2(C)C(O)CCC12 (stereo not drawn)	5%
CCCCN(C)C(=O)C1CCCN(c2ncnc3onc(-c4ccc(F)cc4)c23)C1 (stereo not drawn)	1%
CCOC(=O)c1ccc(NC(=O)CSc2cc(-c3ccccc3)nc(C)n2)cc1	-15%
O=C(Nc1cccc(C(=O)N2CCCCC2)c1)C1CC1	0%
COc1ccc(NC(=O)Cn2c(=O)n(-c3ccc(C)cc3)c(=O)c3c2c2cc(C)ccc2n3C)cc1	0%
OC[C@@H]1CN(Cc2cccs2)C[C@H](n2cnc3c(NCc4ccco4)ncnc32)O1	0%
COC(=O)c1scc(-c2ccc(C)cc2)c1S(=O)(=O)N1CCN(c2ccccc2)CC1	-4%
Cc1ccccc1CNC(=O)CCC(=O)N1CCSc2ccccc21	-4%
CC1Cc2cc(S(=O)(=O)NCc3ccccc3Cl)ccc2N1C(=O)C1CCC1 (stereo not drawn)	-8%
CCN(C)C1CN(Cc2cn(Cc3cccc(Cl)c3)nn2)S(=O)(=O)C1 (stereo not drawn)	-1%
COc1ccc(OC)c(NC(=O)Cc2c(C)n(C(=O)c3ccc(Cl)cc3)c3ccc(OC)cc23)c1	4%
Fc1ccccc1Nc1c2c(nc3ccccc13)CCC2	0%
CC1CCn2c(nc3cc(C(=O)NCc4ccc(F)cc4)ccc32)C1 (stereo not drawn)	-2%
COc1cccc(N2CCN(Cc3nnc(-c4ccc5c(c4)OCO5)o3)CC2)c1	3%
Cc1cccc(-n2ccnc2SCC(=O)Nc2cccc3ccccc23)c1	0%
Cc1cc(C)c2c(=O)cc(C(=O)Nc3sc4c(c3C(=O)NCc3ccccc3)CCCC4)oc2c1	-8%
Cc1ccc2c(=O)cc(C(=O)Nc3nc4ccc(Cl)cc4s3)oc2c1	-9%
COc1ccc(NC(=O)CN2CCN(C3CCCCC3)C(=O)C2=O)cc1	-7%
CCOC(=O)C1CCCN(Cc2cn3c(-c4ccc(Br)cc4)nnc3s2)C1 (stereo not drawn)	0%
Cc1ccc(CN2CCC(CNc3ncnc4onc(-c5ccc(Cl)cc5)c34)CC2)cc1	1%

In a second layout: 15 of the compounds above
| Compound | TbPYK inhibitor |
| --- | --- |
| CCOC(=O)c1ccc(NC(=O)CSc2cc(-c3ccccc3)nc(C)n2)cc1 | -15% |
| O=C(Nc1cccc(C(=O)N2CCCCC2)c1)C1CC1 | 0% |
| COc1ccc(NC(=O)Cn2c(=O)n(-c3ccc(C)cc3)c(=O)c3c2c2cc(C)ccc2n3C)cc1 | 0% |
| OC[C@@H]1CN(Cc2cccs2)C[C@H](n2cnc3c(NCc4ccco4)ncnc32)O1 | 0% |
| COC(=O)c1scc(-c2ccc(C)cc2)c1S(=O)(=O)N1CCN(c2ccccc2)CC1 | -4% |
| Cc1ccccc1CNC(=O)CCC(=O)N1CCSc2ccccc21 | -4% |
| CC1Cc2cc(S(=O)(=O)NCc3ccccc3Cl)ccc2N1C(=O)C1CCC1 (stereo not drawn) | -8% |
| CCN(C)C1CN(Cc2cn(Cc3cccc(Cl)c3)nn2)S(=O)(=O)C1 (stereo not drawn) | -1% |
| COc1ccc(OC)c(NC(=O)Cc2c(C)n(C(=O)c3ccc(Cl)cc3)c3ccc(OC)cc23)c1 | 4% |
| Fc1ccccc1Nc1c2c(nc3ccccc13)CCC2 | 0% |
| CC1CCn2c(nc3cc(C(=O)NCc4ccc(F)cc4)ccc32)C1 (stereo not drawn) | -2% |
| COc1cccc(N2CCN(Cc3nnc(-c4ccc5c(c4)OCO5)o3)CC2)c1 | 3% |
| Cc1cccc(-n2ccnc2SCC(=O)Nc2cccc3ccccc23)c1 | 0% |
| Cc1cc(C)c2c(=O)cc(C(=O)Nc3sc4c(c3C(=O)NCc3ccccc3)CCCC4)oc2c1 | -8% |
| Cc1ccc2c(=O)cc(C(=O)Nc3nc4ccc(Cl)cc4s3)oc2c1 | -9% |

(listing goes on)
SMILES	TbPYK inhibitor
COc1ccccc1NC(=O)C1=C(C)Nc2nc(SCc3ccccc3)nn2C1c1ccncc1 (stereo not drawn)	1%
COCCCn1c(=N)c(S(=O)(=O)c2ccccc2)cc2c(=O)n3cc(C)ccc3nc21	3%
CC(C)Cc1ccc(CN2C(C)C(=O)N(Cc3cn(Cc4ccco4)nn3)CCS2(=O)=O)cc1 (stereo not drawn)	-30%
CCOc1cc(C2c3c(-c4ccccc4O)n[nH]c3C(=O)N2Cc2cccnc2)ccc1O (stereo not drawn)	3%
CN(Cc1ccc(Cl)cc1Cl)C(=O)C1CSC2(C)CCC(=O)N12 (stereo not drawn)	4%
CCc1ccc(NC(=O)CN2CCCN(Cc3cccc(Cl)c3)S2(=O)=O)cc1	-4%[15.4 µM]
Cc1cc(NC(=O)COC(=O)COc2ccc(Cl)c(C)c2)no1	-1%
COC(=O)N(C)C[C@@H]1OCc2cnnn2CCCC(=O)N([C@@H](C)CO)C[C@@H]1C	-1%
O=C(c1ccccc1)N1CCc2cc(CNS(=O)(=O)c3ccccc3Cl)ccc21	1%
CC1(Oc2ccc(Cl)cc2)CCN(Cc2ccc(OC(F)(F)F)cc2)C1 (stereo not drawn)	2%
COc1ccc(C(=O)Nc2cccc(/C=C(/CCC(=O)O)c3nc4ccccc4s3)c2)cc1	-6%
N#Cc1ccc(NC(=O)COC(=O)c2cccc(S(=O)(=O)N3CCCC3)c2)cc1	3%
O=C1NC[C@@H](CCCCN2CCN(Cc3ccccc3)C(=O)C2=O)N(Cc2ccccc2)C1=O	-1%
c1ccc(OCCNc2nc(NCC3CC3)nc3ccsc23)cc1	5%
O=S1(=O)CC(N2CC=CC2)CN1Cc1cn(Cc2ccc(F)cc2)nn1 (stereo not drawn)	1%
CCCCC[C@@H](C)N1C[C@H](COCc2ccccc2)Oc2cc(N3CC[C@H](O)C3)ccc2S1(=O)=O	3%
OC(c1ccccn1)C(O)c1ccccn1 (stereo not drawn)	-2%
COc1cc(OC)c(NC(=O)c2noc3c2CSc2ccccc2-3)cc1Cl	6%
CCc1nc2ccc(C(=O)Nc3cccc(NS(C)(=O)=O)c3)cn2c1N(C=O)CCC(C)C	-1%
O=C(c1cccs1)N1C[C@@H](n2cc(C3CC3)nn2)[C@H](O)C[C@@H]1c1ccc(Cl)cc1	1%
CCC(C)Cn1c(COc2ccc(OC)cc2)nc2ccccc21 (stereo not drawn)	1%
COc1ccc(C(=O)NCCCNc2nc3cc(C)cc(C)c3cc2C#N)cc1	1%
Cc1ccc(OCCCC(=O)N(C)CC(=O)Nc2c(C)cccc2C)cc1	0%
Cc1ccc(NC(=O)c2cnc(SCC(=O)N3CCCc4ccccc43)n(C)c2=O)cc1C	3%
COc1cccc2sc(NC(=O)c3ccc(S(=O)(=O)N4CCC(C)CC4)cc3)nc12	-7%
CCC(C(=O)NCc1ccc2c(c1)CCN2C(=O)c1ccc(F)cc1)c1ccccc1 (stereo not drawn)	-2%
CC1(C(=O)Nc2ccc3c(c2)OCO3)Cc2c(-c3ccccc3)ccnc2O1 (stereo not drawn)	1%
CCCCOC(=O)c1c(C)oc2c1cc(NS(=O)(=O)c1cc(OC)ccc1OC)c1ccccc12	-2%
CCOC(=O)C1=CCC2C(=O)N(C)C(=O)C12 (stereo not drawn)	6%
CCN(C(=O)CCS(=O)(=O)c1cc2c(cc1C)NC(=O)CO2)c1cccc(C)c1	-11%
O=C(Nc1ccc(Cl)c(-c2nc3ccccc3o2)c1)c1ccc(-c2cccc([N+](=O)[O-])c2)o1	0%
O=C(O)C1C2c3ccccc3C(=O)C1(C(=O)O)c1ccccc12 (stereo not drawn)	-2%
O=S(=O)(c1ccccc1)n1nc(-c2ccccc2)nc1NCc1ccc(Cl)cc1	3%
Cc1ccc(Cc2c(-c3cccc(Br)c3)nc3ccc(Br)cn23)cc1	-3%
CCOC(=O)c1ccc(NC(=O)Cn2cc(C(=O)c3ccc(CC)cc3)c(=O)c3ccc(C)nc32)cc1	-20%
Cc1ccc(CN2CCCn3nc(C(=O)NCCN(C)C)cc3C2=O)cc1	2%
COc1ccc(CCNC(=O)CCc2c(C)nc3cc(-c4cccc(F)c4)nn3c2C)cc1OC	0%
O=C(CSc1nnc(-c2cccc(Br)c2)o1)NCC1CCCO1 (stereo not drawn)	0%
O=C(CN1C(=O)CCc2cc(S(=O)(=O)N3CCOCC3)ccc21)NCc1ccc(Cl)cc1	-3%
Cc1nn(C)c2c1c(C(F)(F)F)cc(=O)n2C(C)C(=O)NCc1ccccc1 (stereo not drawn)	1%
Cc1ccc2nc(-c3ccncc3)c(Nc3ccccc3C)n2c1	-9%
COCCNC(=O)C1CCCN(Cc2ccccc2)CC1 (stereo not drawn)	0%
CCOc1ccc(-n2c(SCc3ccccc3)nc3c([nH]c4ccccc43)c2=O)cc1	2%
CC(=O)N[C@H]1[C@H]([C@H](O)[C@H](O)CO)O[C@](O)(C(=O)O)C[C@@H]1O	-2%
CCOC(=O)[C@]12CCC=C1N(Cc1ccc(Cl)cc1Cl)C(=O)[C@H](CC(=O)NCc1cccs1)C2	-1%
Cc1ccc(S(=O)(=O)CCC(=O)Nc2ccc(Br)cc2C)cc1	-9%[15.4 µM]
CC1(C)S[C@@H]2[C@H](NC(=O)COc3ccccc3)C(=O)N2C1C(=O)OCC1CCCCC1 (stereo partly drawn)	-11%
CN(Cc1ccccc1)C(=O)c1ccc(NC(=O)Cc2ccc(NC(=O)C3CCN(C(=O)C4CCCCC4)CC3)cc2)cc1	0%
Cc1ccc(C)c(CN2C(=O)c3ccccc3S(=O)(=O)c3ccc(C(=O)N4CCN(Cc5ccccc5)CC4)cc32)c1	3%
OCCn1cnc2c(SCc3ccccc3)ncnc21	-5%
Further records.
SMILES	TbPYK inhibitor
Cc1cc(C)c2c(=O)n3c(nc2c1)C(CC(C)C)NC(=O)c1cc2ccccc2cc1-3 (stereo not drawn)	8%
COc1ccc(CCNC(=O)COC(=O)C2=NNC(=O)CC2)cc1	-3%
O=C(C[C@H]1C(=O)N(CCc2ccccc2)C[C@@H]1Cc1ccccc1)Nc1ccc(Br)cc1	10%
Cc1ccc(-c2c(C)n3c4c(=O)n(C)c(=O)n(C)c4nc3n2CCCO)cc1	5%
O=C(O)c1cccc2c1C(=O)c1ccc(N3CCN(Cc4ccc5c(c4)OCO5)CC3)cc1S2(=O)=O	1%
CC(=O)Nc1ccc(S(=O)(=O)N2CCC(c3nnnn3-c3ccccc3)CC2)cc1	1%
O=C1N2CCCCC1(Sc1ccccc1)CCC2 (stereo not drawn)	2%
Cc1cccc(Cc2c(C)nc3nc(SCc4ccccc4C)nn3c2C)c1	-5%
COc1ccc(Cc2c(-c3ccccc3)nc3cc(C)c(Br)c(C)n23)c(C)c1	3%
CC1(c2nnnn2Cc2ccccc2)CCC(=O)N1Cc1cccnc1 (stereo not drawn)	0%
CC(C)CN1Cc2cc(-c3ccccc3)ccc2-n2nncc2C1	6%
CCOC(=O)c1cc(-c2ccc(N3C(c4ccsc4)=Cc4ccccc4C3CC(C)=O)cc2)cc([N+](=O)[O-])c1 (stereo not drawn)	2%
O=S(=O)(NCC(c1cccs1)S(=O)(=O)c1ccccc1)c1ccccc1 (stereo not drawn)	3%
COC(=O)c1c[n+]([O-])ccc1OC	1%
CCc1nc2ccc(C(=O)NCCc3ccccn3)cn2c1N(CC)CCOC	-8%
CCCCCn1c(=N)c(S(=O)(=O)c2ccc(C)cc2)cc2c(=O)n3cc(C)ccc3nc21	-4%
Cc1ccc(Cn2c(CO)cnc2SCC(=O)Nc2cccc(F)c2)cc1	-9%
CC(C)Oc1cccc(NC(=O)C2CCN(S(=O)(=O)Cc3ccccc3)CC2)c1	-5%
CCOC(=O)C1CCN(C(=O)CN2c3ccc(C(C)C)cc3-c3ccccc3S2(=O)=O)CC1	-1%
CCCCCC(=O)Nc1cc(S(=O)(=O)O)cc2cc(S(=O)(=O)O)cc(O)c12	?
Cn1c(=O)oc2ccccc2c1=O	-1%
COc1ccccc1CNC(=O)CCc1c(C)nn(-c2ccc(N3CCCC3)nn2)c1C	-2%
CCCCN1C(=O)C(CC(=O)NCC2CCCCC2)CC(C(=O)N2CCOCC2)=C1C (stereo not drawn)	-10%
CC(C)(C)OC(=O)N1CCC(NC(=O)c2[nH]cnc2C(=O)Nc2ccc(Br)cc2F)CC1	3%
N#Cc1cccc(-c2nc3cnc(N4CCNCC4)nc3n(C3CC3)c2=O)c1	-14%
Cc1cccc(N2CCN(C(=O)C3CCN(S(=O)(=O)c4ccc5c(c4)oc(=O)n5C)CC3)CC2)c1C	-7%
Nc1ncnc2c1ncn2[C@@H]1O[C@H](C(=O)N[C@@H](CO)Cc2ccccc2)[C@@H](O)[C@H]1O	-2%
CCc1ccc(-c2[nH]c3c(c2-c2sc(C)c(C(=O)OC)c2O)c(=O)[nH]c(=O)n3C)cc1	-9%
CCOC(=O)CCn1c(=O)c2cccn2c2cccnc21	1%
COCC(=O)Nc1c(I)c(C(=O)NCC(O)CO)c(I)c(C(=O)N(C)CC(O)CO)c1I (stereo not drawn)	8%

The list is partial, so the mix of outcomes need not match the whole.
